mouse EphA4 binding: inhibitors of EphA4 binding to KYL peptide, primary screen, biochemical, colorimetric, mouse EphA4 (AID 689) | EphA4-AP binding to KYL peptide, pNPP A405; higher % means a stronger effect | inhibition, % at 10 µM; hits with a dose series show IC50 in µM | hit rate 0.1% among 62,000; in the data active = a potency from the dose series; inactive = the rest, 99 in 100 with inhibition below about 22%
Starred values were filed as active, the others as inactive; & = joins results of further samples.

item	SMILES	mouse EphA4 binding
1	COc1ccc2nc(NC(=O)c3cccc(S(=O)(=O)N4CCOCC4)c3)sc2c1	2%
2	CN=C1c2c(-c3ccccc3)c3cc(OC)ccc3n2CCN1C	1%
3	C=C(C)C1CCC(C)=C1COC(=O)Nc1ccccc1 (stereo not drawn)	-1%
4	CC(C)Nc1cc(C(F)(F)F)nc(-c2ccccn2)n1	-7%
5	O=C(NNC(=S)NC(=O)c1cccnc1)c1ccccc1	-18%
6	CC(C)[C@H](Nc1nc(-c2ccccc2)nc2c1oc1ccccc12)C(=O)O	-10%
7	CN1C(N)=NC(=O)C12COC(c1cccnc1)OC2 (stereo not drawn)	9%
8	Cc1cc2nc(-c3ccc(SCC(=O)N4CCc5ccccc54)nc3)[nH]c2cc1C	-6%
9	O=C(Nc1c(F)cc(F)cc1Br)c1nc2nc(-c3ccccc3)cc(C(F)(F)F)n2n1	5%
10	COC(=O)c1cc2ccsc2n1Cc1cc(=O)n2ccccc2n1	16%
11	Fc1ccc2nc(Nc3nc4c(s3)CCCC4)sc2c1	-10%
12	CCn1c(-c2ccccc2O)n[nH]c1=S	4%
13	COc1ccc(NC(=O)C2CCCN2C(=O)NCc2ccccc2)c(OC)c1 (stereo not drawn)	0%
14	CCc1ccccc1OCCOc1ccc(C)cc1OC	-6%
15	Cc1ccnc(NC(=S)NC(=O)c2ccco2)c1	-2%&-2%
16	CC(C)COc1ccc(C(=O)CCN2CCCCC2)cc1	3%
17	O=C(CN(C1CCCCC1)S(=O)(=O)c1ccc(Cl)cc1)NCCCO	-4%
18	CCOP(=O)(OCC)C(NC(=O)c1ccco1)C(=O)c1ccc(C)cc1 (stereo not drawn)	1%
19	CN(C)c1cccc(C(=O)Nc2cccc(Br)c2)c1	-16%
20	Cc1cc(=O)oc2cc(OC(=O)CCN3C(=O)c4ccccc4C3=O)ccc12	22%

Random excerpt: 4 entries already listed, in no set order.
item	SMILES	mouse EphA4 binding
13	COc1ccc(NC(=O)C2CCCN2C(=O)NCc2ccccc2)c(OC)c1 (stereo not drawn)	0%
19	CN(C)c1cccc(C(=O)Nc2cccc(Br)c2)c1	-16%
9	O=C(Nc1c(F)cc(F)cc1Br)c1nc2nc(-c3ccccc3)cc(C(F)(F)F)n2n1	5%
20	Cc1cc(=O)oc2cc(OC(=O)CCN3C(=O)c4ccccc4C3=O)ccc12	22%

Screen by screen, from the results shown:
Nos. 4 to 10 in mouse EphA4 binding, in turn: -7%, -18%, -10%, 9%, -6%, 5%, 16%

The listing continues:
item	SMILES	mouse EphA4 binding
21	CSCC[C@H](NC(=O)NCc1ccc(F)cc1)C(=O)O	-8%
22	O=C(O)c1ccc(Cl)c(S(=O)(=O)NCc2ccco2)c1	7%
23	COc1ccc(/C=N/n2c(C)cc(C)c(C(N)=O)c2=O)cc1	0%
24	COc1ccccc1NC(=O)CN(c1ccc(C)cc1)S(=O)(=O)c1ccc(SC)cc1	-13%
25	Cc1nc2ncnn2c(C)c1CCC(=O)NCc1ccccc1	-6%
26	COc1ccc(CCNC(=O)Cn2nnc(-c3cccs3)n2)cc1OC	-7%
27	CC(C)(C)N(Cc1ccccc1)C(=O)c1ccc2c(c1)OCCO2	-26%
28	CS(=O)(=O)N1CC(C(=O)NC2CCCC2)Oc2ccc(Cl)cc21 (stereo not drawn)	-4%
29	CC(O)c1n(C)c(Cl)c[n+]1C (stereo not drawn)	4%
30	CCCNC(=O)NC(=O)CN1C(=O)NC(C)(c2ccc(C)cc2)C1=O (stereo not drawn)	8%
31	CCn1cc(/C=N/NC(=O)c2cc3c(ccc4ccccc43)o2)c2ccccc21	-18%
32	O=C(Nc1ccccc1)C1CC(=O)N(c2ccc(Br)cc2)C1 (stereo not drawn)	-3%
33	CCCC(C)NS(=O)(=O)c1ccc(NC(C)=O)cc1 (stereo not drawn)	8%
34	COCCNC(=O)C(=O)Nc1cccc2ccccc12	-10%
35	Cc1cc(C)n(-c2nnc(C)c(=O)[nH]2)n1	-3%
36	CCOC(=O)N1CCN(S(=O)(=O)c2cc(OCC(=O)NC3CCCCC3)c(C)cc2Cl)CC1	9%
37	CCOc1ccc(N2C(=O)CSC23C(=O)Nc2ccccc23)cc1 (stereo not drawn)	0%
38	CCCn1c2ccccc2c2nnc(SC(CC)C(=O)Nc3ccc(Cl)cn3)nc21 (stereo not drawn)	8%
39	COc1ccccc1C(=O)Nc1ccc(NC(=O)c2ccco2)c(C)c1	16%
40	COC(=O)c1cc2ccsc2n1Cc1nc(-c2ccc(Cl)cc2)oc1C	1%
41	CCCNC(=O)c1c(N)n(-c2ccc3c(c2)OCO3)c2nc3ccccc3nc12	-19%
42	COC(=O)Nc1ccc2ncn(C)c(=O)c2c1	-47%
43	CC(C)(C)c1ccc(C(=O)NCc2ccc(Cl)cc2)cc1	8%
44	Cn1c(SCCOc2cccc(Cl)c2)nnc1-c1ccncc1	14%
45	Cc1onc(-c2c(Cl)cccc2Cl)c1C(=O)Nc1c(C)n(C)n(-c2ccccc2)c1=O	0%
46	Cc1cc(C)nc(SCc2nnc(SCC(=O)N3CCOCC3)o2)n1	-5%
47	CCC1(CC)Cc2ccccc2-c2nc3ccccc3c(=O)n21	4%
48	O=c1cc(-c2ccccc2)[nH]n1-c1nc2ccccc2s1	-12%
49	O=C(/C=C/NNC(=O)c1ccccc1)c1ccc(Br)cc1	8%
50	CN(C)c1ccc(-c2ccccc2)nn1	-10%
51	COc1ccc2nc(NC(=O)COc3ccccc3Cl)sc2c1	0%
52	COc1ccccc1NC(=O)C(C)Sc1nnnn1C (stereo not drawn)	12%
53	Cc1c(NC(=O)c2cc(C3CC3)on2)c(=O)n(-c2ccccc2)n1C	-6%
54	Cc1cc(C(=O)OCC(=O)NCCC(C)C)c2ccccc2n1	-8%
55	O=C(COn1nnc2ccc(Cl)cc21)NC12CC3CC(CC(C3)C1)C2	-17%
56	Cc1ccc2c(c1)c1ncnc(N3CCOCC3)c1n2C	-24%
57	CCOC(=O)CSc1nnnn1-c1cc(OC)ccc1OC	-1%
58	CCOc1[nH]n(-c2ccc(Cl)cc2)c(=O)c1C=Nc1ccc(C)cc1	-10%
59	O=C(O)c1cccc(Cn2c(Cl)c(/C=N/NC(=O)c3ccccc3)sc2=O)c1	-8%
60	CC1CCCC2(C1)NC(=S)N(c1ccccc1)N2 (stereo not drawn)	-1%

Nos. 58 through 60 of the list above:
item	SMILES	mouse EphA4 binding
58	CCOc1[nH]n(-c2ccc(Cl)cc2)c(=O)c1C=Nc1ccc(C)cc1	-10%
59	O=C(O)c1cccc(Cn2c(Cl)c(/C=N/NC(=O)c3ccccc3)sc2=O)c1	-8%
60	CC1CCCC2(C1)NC(=S)N(c1ccccc1)N2 (stereo not drawn)	-1%

Additional records:
item	SMILES	mouse EphA4 binding
61	CCn1c(=O)c(C2=NS(=O)(=O)c3ccccc3N2)c(O)c2ccccc21	-9%
62	Cc1ccccc1NC(=O)c1sc2nc[nH]c(=O)c2c1C	1%
63	O=C(O)CSc1nnc(-c2ccccc2O)n1Cc1ccccc1	-2%
64	O=C(Nc1ccccc1-c1ccccc1)c1cnccn1	-2%
65	O=C(Nc1cccc2ccccc12)C1CCN(C(=O)NCc2ccccc2)CC1	-11%
66	O=C(c1ccco1)N1CCN=C1SCc1ccccc1F	-8%
67	CCOC(=O)c1ccc(NC(=O)CCNC(=O)c2ccccc2NC(=O)c2ccc(OC)cc2)cc1	-8%
68	Cc1onc(-c2ccccc2Cl)c1C(=O)N1CCCc2ccccc21	0%
69	COc1ccc(N2C3=[N+](CC2(C)O)c2ccccc2CC3)cc1 (stereo not drawn)	4%
70	COc1ccc(C2CC(C(F)(F)F)n3nc(C(N)=O)c(Cl)c3N2)cc1OC (stereo not drawn)	-6%
71	C[N+]1=C2CCCCCN2C(O)(c2ccccc2)C1 (stereo not drawn)	2%
72	COc1ccc(CCNC(=O)CSc2nnc(-c3ccc(F)cc3)o2)cc1OC	-2%
73	COC(=O)CSc1nc(N)c(C#N)c(C(C)C)c1C#N	5%
74	Cc1ccc(N2C(=O)/C(=C/c3ccc(Oc4ccc([N+](=O)[O-])cn4)cc3)C(=O)NC2=S)c(C)c1	-5%
75	COc1ccc(Cl)cc1C(=O)OCC(=O)NC(=O)c1cccn1C	-16%
76	Cc1ccc2c(CC(=O)N3CCN(S(=O)(=O)c4ccc5c(c4)OCCO5)CC3)coc2c1	-10%
77	COc1cccc(CN(C)C(=O)c2ccc(S(=O)(=O)N3CCCC3)cc2)c1OC	6%
78	COC(=O)c1ccc2ccn(CC(=O)NC3CCCCC3)c2c1	-11%
79	Cc1ccc(NC(=O)c2c(C(F)(F)F)nn(C)c2SCc2cccc(C(F)(F)F)c2)cc1C	-6%
80	O=C(Nc1ccc(Cl)c(Cl)c1)N1CC=C(c2ccccc2)CC1	-6%

Going on with the list.
# | SMILES | mouse EphA4 binding
81 | O=C(O)c1cc2c(s1)-c1ccccc1OC2 | 17%
82 | CCOC(=O)C(NC(C)=O)C(OC(C)=O)c1cccc(N(CCO)CCO)c1 (stereo not drawn) | -10%
83 | Oc1c(C(c2ccco2)N2CCOCC2)sc2ncnn12 (stereo not drawn) | -16%
84 | Cc1nc(Oc2ccc(Cl)cc2)c2oc3ccccc3c2n1 | -13%
85 | Cc1cccc(C(=O)O/N=C(\N)c2ccc(Cl)cc2)c1 | 9%
86 | Cc1ccc2nc(N3CCN(C)CC3)c(C#N)cc2c1 | 17%
87 | COCCNC(=O)CSc1nc2ccc(N3CCOCC3)cc2c(=O)n1Cc1ccc(OC)cc1 | -2%
88 | Cc1cccc(N2C(=O)CC(n3c(C)nc4ccccc43)C2=O)c1 (stereo not drawn) | 1%
89 | CC1CCCCC1NC(=O)C1CCN(S(=O)(=O)c2ccc3c(c2)CCC(=O)N3)CC1 (stereo not drawn) | 2%
90 | CN(C)CCNc1ncnc2c1sc1nc(N3CCOCC3)c3c(c12)CC(C)(C)SC3 | -15%
91 | Cc1noc(C)c1S(=O)(=O)Nc1ccc(C(=O)NC2CCCCC2C)cc1 (stereo not drawn) | 0%
92 | CC1=C(C(=O)Nc2cc(Cl)ccc2C)C(c2ccc(Br)cc2)NC(=O)N1 (stereo not drawn) | 10%
93 | Cc1cc(C)n(/N=C/c2c[nH]c3ccccc23)c(=O)c1 | -13%
94 | COc1cc(C2C(C(C)=O)=C(O)C(=O)N2CCc2c[nH]c3ccccc23)ccc1O (stereo not drawn) | -10%
95 | O=C(Nc1ccnc(-c2cccnc2)n1)c1ccc(Cl)cc1 | -10%
96 | O=C(NCc1ccco1)c1cnc2n(c1=O)CCS2 | -5%
97 | Cc1oc2ccc(OC(=O)N3CCOCC3)cc2c1C(=O)OC(C)C | 4%
98 | COc1cccc(-c2nnc(SCc3ccc(C#N)cc3)n2Cc2ccco2)c1 | -9%
99 | COC(=O)C1=C(N)c2c(F)cccc2C1(C#N)c1ccccc1 (stereo not drawn) | -4%
100 | O=C(CSc1ccc2nnc(-c3ccccn3)n2n1)NCC1CCCO1 (stereo not drawn) | -14%
101 | Cc1ccc(C(=O)c2c[nH]c(C(=O)NCCCN3CCOCC3)c2)cc1 | 3%
102 | NC(=O)C(c1ccc(Cl)cc1Cl)c1ncc(C(F)(F)F)cc1Cl (stereo not drawn) | -16%
103 | CCOC(=O)N1CCC(NC(=O)c2cc3cc4cc(OC)ccc4nc3o2)CC1 | 4%
104 | CN(C)CCNC(=O)NC1CCCCC1 | -2%
105 | CCOC(=O)c1sc(NC(=O)CSc2nc(C)cc(C)n2)c(C#N)c1C | -3%
106 | Cc1ccccc1-c1noc(C2CCCCC2)n1 | -7%
107 | COc1ccc(N=C2S/C(=C\c3ccc(N4CCOCC4)o3)C(=O)N2CCc2c[nH]c3ccccc23)cc1 | 7%
108 | CCCCCN(C(=O)NC(=O)NCCCC)S(C)(=O)=O | -1%
109 | C/C(=C\c1ccco1)C1C(C#N)=C(N)Oc2n[nH]c(-c3ccccc3)c21 (stereo not drawn) | -17%
110 | COC(=O)c1c(NC(=O)CSc2nncs2)sc2c1CCCCC2 | -2%
111 | COC(=O)c1c(C)oc2ccc(OCc3cccc(Cl)c3)cc12 | 2%
112 | CCNc1nc2nonc2nc1NCC | -14%
113 | CCOC(=O)C1CCN(C(=O)c2cnn3c(C)cc(C)nc23)CC1 | -3%
114 | Cn1ccnc1SCc1ccc([N+](=O)[O-])cc1 | 0%
115 | COc1ccc(S(=O)(=O)NCCC(=O)NCc2cccs2)cc1 | -2%
116 | C=CCn1c(SCc2ccccc2C#N)nnc1-c1ccccc1O | -6%
117 | COc1ccc(C(NC(=O)c2ccc(-c3ccccc3)cc2)c2ccccc2)cc1 (stereo not drawn) | 2%
118 | CCOC(=O)N1CCC(c2cc(=O)n3[nH]ccc3n2)CC1 | -12%
119 | COc1cccc(OC)c1C(=O)NC(=S)N1CCN(c2ccc(C(F)(F)F)cc2[N+](=O)[O-])CC1 | -9%
120 | CCOc1ccc(-c2[nH]ncc2Oc2ccccc2OCC)c(O)c1 | 6%

A few values from the entries so far.
cpd 45 | mouse EphA4 binding = 0%
cpd 84 | mouse EphA4 binding = -13%
cpd 65 | mouse EphA4 binding = -11%
cpd 90 | mouse EphA4 binding = -15%

Going on with the list:
# | SMILES | mouse EphA4 binding
121 | Oc1ccc(C(=S)N2CCCCC2)cc1 | -13%
122 | CCOc1ccc(S(=O)(=O)NCCCN2CCOCC2)c2ccccc12 | -8%
123 | CC(=O)Nc1ccc(S(=O)(=O)N(C)S(=O)(=O)c2ccc(F)cc2)cc1 | -14%
124 | COc1cc(C(=O)Nc2cc(C(F)(F)F)ccc2Cl)cc(OC)c1OC | -11%
125 | COc1ccc(C(=O)N/N=C/c2ccc3cccc(OCc4ccccc4)c3n2)cc1 | -6%
126 | COc1ccc(N(CC(=O)NC2CCCCC2)S(=O)(=O)c2cccnc2)cc1 | 2%
127 | CCOC(=O)c1ccc(NC(=O)Nc2nc(-c3ccccc3)cs2)cc1 | -4%
128 | COc1cc(CN2CCCC(C)C2)cc([N+](=O)[O-])c1O (stereo not drawn) | 3%
129 | CCOc1ccc(N2CC(C(=O)N3CCc4ccccc4C3)CC2=O)cc1 (stereo not drawn) | -7%
130 | CCOC(=O)N1CCN(S(=O)(=O)/C=C/c2ccccc2)CC1 | -6%
131 | N/C(=N\OC(=O)COc1ccc2ccccc2c1)c1ccc(Cl)cc1 | -8%
132 | CC(=O)Nc1ccc2c(c1)nc(CCN1CCOCC1)n2C | -21%

Screens as filed in PubChem.

These rows are one share of the data, so the mix of outcomes need not match the whole.
